# Compound activity from PubChem.
# ERAP1 inh: blocks human ERAP1 aminopeptidase activity; Q9NZ08; recombinant ERAP1, Leu-AMC fluorescence, 60 min; inhibition, % at 10.7 µM; actives 0.15% (n = 340,000); AID 652197;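 active = mean replicate inhibition of at least 30%, or all replicates individually reaching that 30% level; inactive = mean below 30% and not every replicate reaching it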;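 note: 0% = neutral control wells and 100% = L-leucinethiol positive control wells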
# PglD DTNB: inhibitors of Campylobacter jejuni PglD acetyltransferase. purified PglD enzyme, DTNB colorimetric CoA detection. inhibition, % at 12.5 µM. actives 0.098% (n = 360,000); in the data active = inhibition above about 16%, passing the limit was not always enough; note: strong numbers were not always called active
# Cneo AK release: Cryptococcus neoformans lysis via adenylate kinase release | lysis activity, % at 15 µM | C. neoformans lysis, adenylate kinase release luminescence, 4 h; normalised: neutral wells 0, clomiphene wells 100 | actives 0.2% (n = 360,000);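 active = mean lysis activity across replicates of at least 80%, whatever share of replicates individually reach that level; inactive = mean lysis activity below 80%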
#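 read-out = cell lysis signal | test system = log-phase Cryptococcus neoformans yeast cells | input = cells at 5 × 10^6 per mL | medium = fresh YPD growth medium | signal = luminescent adenylate kinase detection reagent | timing = 4 h at 37 °C static, read 1 h later | dosing = single dose | controls = Clomiphene as positive lysis control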
# RAD54 inh: inhibitors of human RAD54 branch migration; Q92698; RAD54 Holliday junction branch migration, FAM/BHQ fluorescence; inhibition, % at 10.4 µM; actives 0.14% (n = 360,000); AID 602329;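 active = mean normalized replicate activity at least 40 and at least half of replicates scoring 40 or more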;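 note: 0% = median of neutral control wells and 100% = median of positive control wells; inhibitors cause a drop in the FAM fluorescence signal; in these data hits start at about 50%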
# miR122 inh: inhibitors of miR-122 in Huh7 cells | Huh7 miR-122 Renilla luciferase sensor, 48 h; neutral wells = 0, positive control = 100 | activation (reporter increase), % at 12.5 µM | actives 0.3% (n = 340,000);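 active = mean replicate activation score at least 90 and every replicate individually at or above 90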;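 note: higher luciferase means less miR-122 activity so hits act as miR-122 inhibitors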
# RAD52 anneal inh: inhibitors of human RAD52 DNA annealing. P43351. recombinant RAD52 DNA annealing, FRET fluorescence. inhibition, % at 18.7 µM. actives 0.46% (n = 360,000);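 active = every replicate showing at least 50% inhibition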
# Target sequence (P43351 whole entry, looked up): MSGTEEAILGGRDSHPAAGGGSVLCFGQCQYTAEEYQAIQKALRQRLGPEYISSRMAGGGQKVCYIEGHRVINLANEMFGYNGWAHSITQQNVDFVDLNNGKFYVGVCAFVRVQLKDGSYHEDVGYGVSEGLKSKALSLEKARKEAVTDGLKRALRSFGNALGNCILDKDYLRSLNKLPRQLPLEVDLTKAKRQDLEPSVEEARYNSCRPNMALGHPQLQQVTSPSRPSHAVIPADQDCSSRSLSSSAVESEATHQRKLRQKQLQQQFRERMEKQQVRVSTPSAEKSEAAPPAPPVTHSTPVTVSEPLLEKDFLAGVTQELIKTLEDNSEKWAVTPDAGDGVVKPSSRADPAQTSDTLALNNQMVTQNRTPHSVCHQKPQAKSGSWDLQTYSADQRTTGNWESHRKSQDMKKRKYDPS
# PGC1a acetyl inh: lowers PGC1a acetylation signal in U2OS cells. inhibition, % at 15.6 µM. actives 0.17% (n = 350,000). AlphaScreen anti-acetyl-lysine; with virally co-expressed GCN5 acetyltransferase. AID 651687;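 active = every replicate shows inhibition of at least 40%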;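 note: 0% = neutral control wells and 100% = positive control wells; some results beyond the cut were filed as inactive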
# E-selectin induc: induces E-selectin expression in human endothelial cells | P16581 | HUVEC E-selectin immunofluorescence imaging; normalized: neutral wells 0, TNF-alpha wells 100 | activation, % at 7.58 µM | actives 0.37% (n = 260,000);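 active = mean E-selectin-positive cell signal at least 10% of the positive control, reached in at least 60% of replicates, without over 20% cell loss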;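 note: in these data hits start at about 27%; measured in HUVEC primary endothelial cells; signal is the percent of cells scored E-selectin positive by PE staining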
# Target sequence (P16581 whole entry, looked up): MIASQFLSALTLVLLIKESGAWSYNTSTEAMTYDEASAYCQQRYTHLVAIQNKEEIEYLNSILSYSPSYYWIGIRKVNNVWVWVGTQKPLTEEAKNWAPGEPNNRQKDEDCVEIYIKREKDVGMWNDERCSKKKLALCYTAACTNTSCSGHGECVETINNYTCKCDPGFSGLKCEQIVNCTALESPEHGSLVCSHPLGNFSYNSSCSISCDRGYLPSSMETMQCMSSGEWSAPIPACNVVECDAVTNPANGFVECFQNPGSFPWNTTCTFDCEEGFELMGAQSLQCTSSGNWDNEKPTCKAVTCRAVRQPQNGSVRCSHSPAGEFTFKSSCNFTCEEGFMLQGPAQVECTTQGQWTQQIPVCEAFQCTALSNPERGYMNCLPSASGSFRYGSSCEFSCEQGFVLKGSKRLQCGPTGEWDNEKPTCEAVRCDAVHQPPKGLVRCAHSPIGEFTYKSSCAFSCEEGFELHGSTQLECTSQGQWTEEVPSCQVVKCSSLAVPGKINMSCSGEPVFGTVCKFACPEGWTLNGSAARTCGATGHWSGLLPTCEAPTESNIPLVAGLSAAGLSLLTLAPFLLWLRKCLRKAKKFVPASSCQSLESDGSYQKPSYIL
#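 Test system: HUVEC | Signal: Immunofluorescence imaging | Read-out: Percent E-selectin-positive cells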
# Numbers without * were called inactive; nt = not tested or not shown; [ ] = another dose, or the depositor's remark.
SMILES,ERAP1 inh,PglD DTNB,Cneo AK release,RAD54 inh,miR122 inh,RAD52 anneal inh,PGC1a acetyl inh,E-selectin induc
CCn1c(Cc2ccccc2)nnc1SCC(=O)Nc1ccc(S(N)(=O)=O)cc1,nt,-1,-1,2,-4,nt,15,nt
O=C(NCc1cccs1)c1ccc2sc([C@@H]3O[C@H](CO)[C@H](O)[C@H](O)[C@H]3O)nc2c1,1,1,2,1,1,3,-26,-0.1
Cc1cccc(-c2nn(-c3ccccc3)cc2C(=O)Nc2cccc(S(=O)(=O)NC3=NCCC3)c2)c1,1,-3,5,11,152*,-9,3,nt
CCn1c2ccccc2c2cc(N)ccc21,nt,3,-3,10,3,nt,2,nt
CCN1[C@H](C(=O)OC)[C@@H](CO)[C@@H]2Cn3c(ccc(-c4cccc(F)c4)c3=O)[C@@H]21,-7,nt,nt,nt,nt,-10,24,0.1
Cc1ccc(COc2ccc(/C=N/NC(=O)c3nnn(-c4nonc4N)c3COc3ccc(F)cc3)cc2)cc1,2,5,3,10,2,-7,0,6.5
CCOC(=O)C(NC(=O)CC)(Nc1nc2c(s1)CCCC2)C(F)(F)F (stereo not drawn),nt,3,3,-3,2,nt,nt,nt
COc1cccc(C2NC(=O)c3ccccc3O2)c1OC (stereo not drawn),nt,-2,-7,0,0,nt,nt,nt
COc1ccc([C@@H]2[C@@H]3C(=O)N(C(C)(C)C)C(=O)[C@@H]3[C@]3(Cc4ccccc4)C(=O)N(c4cccc(Br)c4)C(=O)N23)cc1,1,-8,0,-7,-2,-1,-8,-0.1
Cc1ccc(C(=O)C(C)OC(=O)CN2C(=O)NC3(CCCC3)C2=O)cc1C (stereo not drawn),-3,1,0,-20,-1,-7,2,0.9
COc1cc(OC)cc(-c2nc3ccccc3c(=O)o2)c1,nt,2,-1,-8,10,nt,-5,nt
CCN1CCN(S(=O)(=O)c2ccc(Cl)c(C(=O)Nc3nnc(C)s3)c2)CC1,-2,2,7,-11,nt,-13,nt,nt
COc1cc(/C=C/c2noc(-c3ccccc3O)n2)ccc1OC(C)=O,-1,nt,nt,nt,-3,-9,2,-0.1
S=C(c1ccc(-c2ccc(Cl)c(Cl)c2)o1)N1CCOCC1,nt,-4,-2,-6,0,nt,-9,nt
CCn1c(SCC(=O)Nc2nc(-c3ccccc3)cs2)nnc1-c1ccccc1O,nt,9,-1,-1,-10,nt,-9,nt
O=C(NOCc1ccccc1)OCc1ccccc1,1,4,-3,-4,-5,-9,4,0.3
CCCS(=O)(=O)NC(=O)C1(C)CCCN(C(=O)c2cccs2)C1 (stereo not drawn),-3,-3,0,-5,0,-10,6,0.3
COc1ccc(S(=O)(=O)N2CCC(C(=O)Nc3cccc(Cl)c3)CC2)cc1OC,0,2,1,0,0,-7,-9,nt
COc1cccc(NC(=O)c2cccs2)c1,nt,6,0,2,-3,nt,-4,nt
COc1ccc(/C=N/NC(=O)c2ccc[nH]2)cc1,0,-3,1,-2,-6,0,nt,0.0

# Ordered by SMILES length (high to low): some entries from above
SMILES,ERAP1 inh,PglD DTNB,Cneo AK release,RAD54 inh,miR122 inh,RAD52 anneal inh,PGC1a acetyl inh,E-selectin induc
COc1cc(/C=C/c2noc(-c3ccccc3O)n2)ccc1OC(C)=O,-1,nt,nt,nt,-3,-9,2,-0.1
S=C(c1ccc(-c2ccc(Cl)c(Cl)c2)o1)N1CCOCC1,nt,-4,-2,-6,0,nt,-9,nt
COc1ccc(/C=N/NC(=O)c2ccc[nH]2)cc1,0,-3,1,-2,-6,0,nt,0.0
O=C(NOCc1ccccc1)OCc1ccccc1,1,4,-3,-4,-5,-9,4,0.3
CCn1c2ccccc2c2cc(N)ccc21,nt,3,-3,10,3,nt,2,nt

# Returning to the listing, starting 2 compounds before the break.
SMILES,ERAP1 inh,PglD DTNB,Cneo AK release,RAD54 inh,miR122 inh,RAD52 anneal inh,PGC1a acetyl inh,E-selectin induc
COc1cccc(NC(=O)c2cccs2)c1,nt,6,0,2,-3,nt,-4,nt
COc1ccc(/C=N/NC(=O)c2ccc[nH]2)cc1,0,-3,1,-2,-6,0,nt,0.0
CC(C)CN1CCN(Cc2ccc(C#CC(C)(C)O)cc2)CC1CCO (stereo not drawn),8,-2,-2,4,nt,-12,-14,0.0
COc1ccccc1N1CCN(C(=O)c2oc3cc(C)cc(C)c3c2C)CC1,nt,-4,3,-4,16,nt,-14,-2.2
Cc1ccc(NC(=O)C2CCN(S(=O)(=O)c3ccc4c(c3)NC(=O)C(C)S4)CC2)c(C)c1 (stereo not drawn),-1,-3,4,-4,-3,-272,-14,nt
C[C@@H]1CN([C@H](C)CO)C(=O)Cc2cc(NC(=O)NC3CCCCC3)ccc2O[C@H]1CN(C)Cc1ccncc1,0,2,-7,-3,0[16.7 µM],nt,6,-3.7
Cc1ccc(S(=O)(=O)N2CCCCC2)cc1C(=O)OCC(=O)NC(=O)NC12CC3CC(CC(C3)C1)C2,nt,-8,4,5,3,nt,-11,nt
COc1ccc(CCNC(=O)CCN2C(=O)C(C)Oc3ccc(C)cc32)cc1OC (stereo not drawn),nt,-1,0,3,-8,nt,nt,nt
Cc1cccc(NC(=O)Cn2nnc(C(=O)NCc3cccs3)c2N)c1C,nt,1,-2,-2,12,nt,-4,nt
COC(=O)C1C(=O)C2=C(CC1C)NC(C)=C(C(=O)OC(C)C)C2c1ccc(OC)c(O)c1 (stereo not drawn),nt,-2,0,2,-6,nt,nt,nt
COc1ccc(-c2cc(CNc3nc(NCc4ccccc4OC)nc4ccsc34)on2)cc1,13,4,1,-2,-6,61*,nt,-0.2
CSc1ccccc1NC(=O)CCn1c(=O)oc2ccccc21,-3,-4,-1,-8,-2,-8,nt,-0.3
CCN(CC)c1nc(SCC(=O)O)nc(N(CC)CC)n1,nt,-2,1,-2,2,nt,nt,nt
CCC(C)(C)c1nnc(NC(=O)C2CC(=O)N(CCc3ccc(F)cc3)C2)s1 (stereo not drawn),0,-2,-2,9,-4,-10,nt,nt
CN1CCC(OC(=O)Cc2ccc(Cl)cc2)CC1,13,nt,nt,nt,2,-17,13,nt
Cc1ccc(S(=O)(=O)N(CC(=O)N2CCc3ccccc3C2)c2cccc(Cl)c2)cc1,nt,6,0,8,43,nt,-22,nt
CC(=O)Nc1ccc(S(=O)(=O)N2CCC(c3nc4ccc(C)cc4[nH]3)CC2)cc1,nt,1,-1,-2,-10,nt,13,nt
CC(=O)Nc1ccc(S(=O)(=O)NCCC(=O)N2CCN(c3ccccc3Cl)CC2)cc1,1,0,-4,1,nt,-11,nt,-1.1
Nc1nc(N2CCN(c3ccccn3)CC2)nc2ccccc12,-12,-2,-1,19,-2,27,11,-0.1
COc1ccc(OCCSc2ncc(CO)n2C)cc1,2,-1,2,-30,-4,-17,12,1.7
CN1CCC(N(C)S(=O)(=O)c2ccc(NC(=O)c3ccc(S(=O)(=O)N(C)C)cc3)cc2)CC1,-3,nt,nt,nt,-2,9,3,1.1
COc1ccccc1N(CC(=O)NCCSCc1ccccc1)S(=O)(=O)c1ccccc1,1,3,3,3,-7,-9,-3,0.1
COc1ccc(C[C@@H]2CCn3cc(nn3)COC[C@@H](CC(C)C)NC2=O)cc1,0,nt,0,nt,nt,7,nt,0.0
N#C[C@H]1[C@H](c2ccc(C#Cc3ccc(F)cc3)cc2)[C@H](CO)N1C(=O)Cc1ccncc1,1,3,42,-8,nt,-41,-7,-0.3
O=C1C2C3C=CC(CO)(O3)C2C(=O)N1c1ccccc1-c1ccccc1 (stereo not drawn),nt,3,2,-10,-12,nt,22,nt
Cn1c(N)c(C(=O)COC(=O)COc2ccc(Cl)cc2)c(=O)n(C)c1=O,-2,-3,-1,8,-12,-8,0,-0.9
O=C(CSc1nc(Nc2ccccc2)nc(N2CCOCC2)n1)Nc1ccc(Br)cc1F,2,-6,1,-12,nt,-6,nt,-0.1
CCCNC(=O)Nc1ccc2c(c1)OC[C@H](C)N(Cc1ccccc1)C[C@H](C)[C@@H](OC)CN(C)C2=O,-3,nt,nt,nt,nt,5,-7,0.5
CN1CN(C)c2cccc3cccc1c23,nt,4,-2,11,4,nt,nt,0.3
COc1ccc(C#Cc2c(-c3ccsc3)oc3ccc(-c4cc(OC)c(OC)c(OC)c4)cc23)cc1,5,-4,12,-12,4,-7,9,0.1
S=C(c1ccc2c(c1)OCO2)N1CCCC1,4,-4,3,0,nt,-10,nt,nt
CN(C(=O)CN1C(=O)c2ccccc2S1(=O)=O)c1ccccc1C(=O)O,nt,nt,-3,-7,-2,nt,2,nt
COc1ccc(S(=O)(=O)N(C)C[C@H]2Oc3ccc(NC(=O)CCCN(C)C)cc3C(=O)N([C@H](C)CO)C[C@@H]2C)cc1,-7,1,59,7,11[16.7 µM],1,8,6.5
O=C(NC(NC1CCS(=O)(=O)C1)C(=O)c1ccccc1)c1ccc(Cl)cc1 (stereo not drawn),nt,2,5,-1,1,nt,-7,nt
N#CCCn1cc(/C=N/O)c(-c2ccc(-c3ccccc3)cc2)n1,nt,-2,1,-4,1,nt,3,nt
CCn1c(SCC(=O)Nc2ccc(Cl)cc2)nnc1C1CC1,-2,-2,-7,-5,nt,-11,nt,-0.1
COc1cccc(NC(=O)Cc2ccccc2)c1,-1,7,-1,-5,-3,-9,-5,0.0
Cc1cc(C)c(C)c(S(=O)(=O)N2CCN(C)CC2)c1C,1,nt,nt,nt,5,-3,7,3.7
N#Cc1cc(-c2ccccc2)oc1NC(=O)c1ccccc1,nt,7,-1,-8,-8,nt,-12,nt
C=CCOc1ccc(/C=C/C(=O)OCC(=O)NNC(=O)c2ccccc2F)cc1,0,6,0,-3,0,5,0,-0.3
CCSCc1nc(N)nc(NCCc2ccccc2)n1,0,-2,4,1,0,-9,-10,-0.4
COc1ccc(CC(=O)Nc2ccc(N3CCOCC3)cc2)cc1S(=O)(=O)N1CCOCC1,-2,8,-3,5,-2,-6,-26,0.2
CC(=O)C1=C(O)C(=O)N(c2ccc(Br)cn2)C1c1ccccc1[N+](=O)[O-] (stereo not drawn),-3,-1,-3,-4,3,-5,1,0.3
COc1cccc(NC(=O)N(C)C[C@H]2OCc3ccccc3-c3c(n(C)c4ccccc34)C(=O)N([C@H](C)CO)C[C@@H]2C)c1,-1,0,-2,2,nt,16,-39,-0.1
COc1ccc(C)cc1NC(=S)N1CCN(c2ccccn2)CC1,nt,-1,1,-6,0,nt,-4,0.3
Cn1c(=O)c2c(SCC(=O)N3CCOCC3)nc(C3CC3)nc2n(C)c1=O,-3,-6,7,2,nt,-4,nt,-0.1
CC1CCC2(CC1)NC(=O)N(CC(=O)c1cn(CCC#N)c3ccccc13)C2=O (stereo not drawn),-3,nt,nt,nt,-7,-11,35,-0.3
COc1ccccc1CNC(=O)C1CC(c2ccccc2F)=NO1 (stereo not drawn),1,1,-1,-12,6,2,-4,-0.1
CCOc1ccccc1NS(=O)(=O)c1csc(C(N)=O)c1,-3,-1,-1,10,nt,-1,2,0.1
COc1ccc(/C=C/C2=CCN(Cc3ccc(OC)cc3)CC2)cc1,0,nt,nt,nt,-4,-8,2,nt
COc1ccc(NS(=O)(=O)c2c(C)cc(C)cc2C)cc1,nt,3,13,-4,43,nt,-44,nt
Cc1ccccc1N1C(=O)C(Oc2ccc(Cl)cc2)C1CNCCCOC(C)C (stereo not drawn),-2,0,0,3,5,22,-2,nt

# Entries from the list above with a COOH group (two):
SMILES,ERAP1 inh,PglD DTNB,Cneo AK release,RAD54 inh,miR122 inh,RAD52 anneal inh,PGC1a acetyl inh,E-selectin induc
CCN(CC)c1nc(SCC(=O)O)nc(N(CC)CC)n1,nt,-2,1,-2,2,nt,nt,nt
CN(C(=O)CN1C(=O)c2ccccc2S1(=O)=O)c1ccccc1C(=O)O,nt,nt,-3,-7,-2,nt,2,nt
